# Assay outcomes deposited in PubChem BioAssay by National Center for Advancing Translational Sciences (NCATS).
# MCF10A rereplic: inducers of DNA re-replication in MCF 10A breast cells; MCF 10A DNA re-replication, Hoechst nuclear intensity, 48 h; Potency, µM (highest dose often 46.1 µM), inactives show top-dose activity, positive = re-replication, usual class: activators; 350,000 compounds, 2.9% hits; further: potency means the concentration at half of the fitted maximal effect; % of control where 0% means no effect; nearly all actives have a fitted effect of over 50% in size
# ATXN2 expr inh: inhibitors of ATXN2 expression; HEK-293 ATXN2-luciferase reporter, luminescence, 24 h; Potency, µM (highest dose often 57 µM), for inactives: at the highest dose activity change, negative = inhibition, most hits filed as inhibitors; 360,000 compounds, 0.72% hits; further: potency means the concentration at half of the fitted maximal effect; on the % scale 0 is the no-effect control and ±100 the full control effect; nearly all actives have a fitted effect of over 55% in size
#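 ATXN2-luciferase reporter cells (luciferase flanked by upstream and downstream ATXN2 gene portions) were treated 24 h at 37 °C with compounds at up to 57 uM. SteadyGlo luminescence gave expression; GF-AFC fluorescence gave viability.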
# KB-V1 cytotox: kills drug-selected multidrug resistant KB-V1 cells. KB-V1 MDR cells viability, CellTiter-Glo, 72 h. Potency, µM (series often up to 46.1 µM), for the others: at the highest dose activity change, negative = cytotoxicity, most hits filed as cytotoxic. 400,000 compounds, 3.4% hits; further: potency means the concentration at half of the fitted maximal effect; on the % scale 0 is the no-effect control and ±100 the full control effect; nearly all actives have a fitted effect of over 60% in size
#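 KB-V1 cells (P-gp-expressing MDR subline of KB-3-1) in phenol-red-free DMEM with 10% FBS were exposed to library compounds over a concentration series for 72 h at 37 degrees C. Viability read by CellTiter-Glo luminescence; concentration-effect curves fitted after normalization.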
# WRN inhibitor: blocks human WRN helicase; WRN helicase unwinding, fluorescent forked duplex, kinetic; 360,000 compounds, 0.46% hits; Q14191; AID 651768; Potency, µM (top dose mostly 114 µM), inactives show at the highest dose activity change, negative = inhibition, actives largely listed as inhibitors; further: potency means the concentration at half of the fitted maximal effect; on the % scale 0 is the no-effect control and ±100 the full control effect; nearly all actives have a fitted effect of over 55% in size
# Target sequence (Q14191 whole entry, looked up): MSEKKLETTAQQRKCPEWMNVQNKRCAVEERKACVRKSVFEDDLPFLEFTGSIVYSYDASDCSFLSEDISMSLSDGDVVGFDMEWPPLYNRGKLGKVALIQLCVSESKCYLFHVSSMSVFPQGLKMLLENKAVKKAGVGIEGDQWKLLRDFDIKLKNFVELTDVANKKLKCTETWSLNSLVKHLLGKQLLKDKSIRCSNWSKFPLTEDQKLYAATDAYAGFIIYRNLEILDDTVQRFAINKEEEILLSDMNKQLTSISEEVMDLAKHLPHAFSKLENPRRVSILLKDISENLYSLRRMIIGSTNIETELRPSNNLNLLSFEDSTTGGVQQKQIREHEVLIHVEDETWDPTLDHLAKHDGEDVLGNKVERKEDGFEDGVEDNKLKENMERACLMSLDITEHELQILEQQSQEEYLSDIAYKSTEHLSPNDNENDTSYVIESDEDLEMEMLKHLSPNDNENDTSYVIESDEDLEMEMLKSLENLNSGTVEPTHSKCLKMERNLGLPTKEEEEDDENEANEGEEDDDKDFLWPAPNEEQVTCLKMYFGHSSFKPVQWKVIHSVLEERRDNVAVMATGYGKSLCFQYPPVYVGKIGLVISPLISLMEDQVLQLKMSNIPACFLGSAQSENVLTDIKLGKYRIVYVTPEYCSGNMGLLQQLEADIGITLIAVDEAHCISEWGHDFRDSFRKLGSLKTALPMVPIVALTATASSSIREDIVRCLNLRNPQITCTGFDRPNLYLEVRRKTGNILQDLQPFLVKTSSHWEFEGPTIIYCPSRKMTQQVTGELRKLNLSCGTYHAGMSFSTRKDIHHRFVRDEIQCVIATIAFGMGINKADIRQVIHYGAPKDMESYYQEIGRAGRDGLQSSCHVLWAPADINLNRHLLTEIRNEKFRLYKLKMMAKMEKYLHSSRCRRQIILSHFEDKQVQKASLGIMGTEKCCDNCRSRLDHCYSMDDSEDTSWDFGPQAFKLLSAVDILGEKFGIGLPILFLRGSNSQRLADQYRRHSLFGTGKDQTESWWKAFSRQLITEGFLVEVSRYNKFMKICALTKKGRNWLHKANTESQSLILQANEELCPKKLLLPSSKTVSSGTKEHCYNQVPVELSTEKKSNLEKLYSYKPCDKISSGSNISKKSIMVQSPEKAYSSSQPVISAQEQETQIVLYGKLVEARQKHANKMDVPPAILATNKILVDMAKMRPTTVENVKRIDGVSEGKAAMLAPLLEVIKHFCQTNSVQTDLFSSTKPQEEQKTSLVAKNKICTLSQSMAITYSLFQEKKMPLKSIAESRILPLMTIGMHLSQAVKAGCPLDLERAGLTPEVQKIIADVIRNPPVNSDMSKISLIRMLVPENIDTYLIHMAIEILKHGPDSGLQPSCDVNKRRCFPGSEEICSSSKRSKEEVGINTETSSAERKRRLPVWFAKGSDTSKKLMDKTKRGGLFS
#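 Primary qHTS, 1536-well format. 20 nM WRN + compound, 15 min RT; start with 100 nM forked fluorophore/quencher duplex, 2 mM ATP (final); kinetic read ex 525/em 598 nm.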
# SW480 rerep: inducers of DNA re-replication in SW480 colon cancer cells. SW480 DNA re-replication, Hoechst DNA content imaging, 48 h. Potency, µM (series often up to 46.1 µM), for the others: top-dose re-replication activation, most hits filed as activators. 340,000 compounds, 1.8% hits; further: potency means the concentration at half of the fitted maximal effect; % of control where 0% means no effect; nearly all actives have a fitted effect of over 55% in size
#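 Hoechst fluorescence of nuclei (405 nm excitation, 500-530 nm emission) measured by plate-scanning imager after 48 hr compound exposure at 37 C; re-replication scored as increased number of nuclei with elevated intensity.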
# IL1B secr inh: blocks inflammasome-driven IL-1 beta release; THP-1 LPS/ATP IL-1B secretion, AlphaLISA, 16 h; stronger effect = lower value; activity change, % at 57.5 µM; 360,000 compounds, 4.7% hits; AID 743279; in the data active means activity change below about -50%; inconclusive means mostly about -30% to -49%; further: on the % scale 0 is the no-effect control and ±100 the full control effect
#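 THP-1 cells pretreated 1 hr with compounds (up to 57.5 uM final), then stimulated with LPS (250 ng/mL final) plus ATP (1.25 mM final); secreted IL-1B measured by AlphaLISA after 16 hr, decreased signal indicating inhibition.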
# KB-3-1 tox: KB-3-1 parental cell cytotoxicity; KB-3-1 viability, CellTiter-Glo ATP luminescence, 72 h; Potency, µM (top dose mostly 46.1 µM), for inactives: top-dose activity change, negative = cytotoxic, most hits filed as cytotoxic; 400,000 compounds, 1.4% hits; AID 1347075; further: potency means the concentration at half of the fitted maximal effect; on the % scale 0 is the no-effect control and ±100 the full control effect; nearly all actives have a fitted effect of over 60% in size
#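 Multi-concentration cytotoxicity screen in KB-3-1 cells grown in DMEM lacking phenol red with 10% FBS. After 72 h at 37 °C with compound, ATP-dependent luminescence was recorded.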
# HT1080NT lethal: kills 2HG-producing HT-1080-NT fibrosarcoma cells | HT-1080-NT fibrosarcoma viability, CellTiter-Glo ATP luminescence, 48 h | Potency, µM (titrated, usually from 46.1 µM), inactives show at the highest dose activity, negative = less viability, usual class: cytotoxic | 360,000 compounds, 1.6% hits;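 further: NT is the 2HG producing partner of a matched IDH1 knockdown line; potency means the concentration at half of the fitted maximal effect; 0% = DMSO-treated cells and -100% = media-only wells without cells; nearly all actives have a fitted effect of over 55% in size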
#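 Viability of the 2HG-overproducing fibrosarcoma line after 48 hours of compound exposure at 37 degrees C was determined by luminescence with CellTiter-Glo, and concentration-effect curves were then fitted and categorized.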
# HT1080 IDH1KD tx: kills HT-1080 cells with IDH1 knockdown. AID 686971. Potency, µM (highest dose often 46.1 µM), for inactives: at the top dose activity, negative = toxicity, usual class: cytotoxic. HT-1080 IDH1 knockdown viability, ATP luminescence, 48 h. 360,000 compounds, 2% hits;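 further: potency means the concentration at half of the fitted maximal effect; 0% = DMSO wells and -100% = cell-free medium wells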
#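 Luminescent ATP read-out (CellTiter-Glo, 10 min at room temperature) after 48 h compound exposure at 37 °C gave viability of IDH1-knockdown HT-1080 cells. Activity was normalised to DMSO and cell-free wells, then fitted as concentration-response curves.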
# * = called active by the depositor; ? = inconclusive; . = no result given; & = joins results of further samples; [ ] = dose if it differs, or a comment. Unless noted, the call rests on the fitted dose curve; in most records, active means well fitted curve in the direction sought with a large enough effect; inconclusive means small, poorly fitted or top-dose-only effect, or another doubt; inactive means no such curve, though single readings can be large; an effect the other way counts as inactive or inconclusive.
SMILES,MCF10A rereplic,ATXN2 expr inh,KB-V1 cytotox,WRN inhibitor,SW480 rerep,IL1B secr inh,KB-3-1 tox,HT1080NT lethal,HT1080 IDH1KD tx
COCCn1c(SCC(=O)Nc2cc(C)on2)nc2cc(Cl)ccc2c1=O,7%,-12%,?,8%,5%,0,6%,6%,8%
O=C(N/N=C/c1ccc(-c2ccccc2[N+](=O)[O-])o1)c1cncc(Br)c1,10%,-6%,9%,-35%,2%,?,12%,-2%,-13%
Cc1ccc(SC[C@H](c2ccccc2)N2CCN(CC(C)C)CCC2=O)cc1,3%,13%,15%,-1%,-8%,-6,-1%,1%,8%
CCOc1ccc(C(CC(=O)O)NC(=O)Cc2ccccc2)cc1OC (stereo not given),-12%,-11%,-15%,-7%,-7%,7,-19%,3%,2%
N#CC1=C2SCN(c3ccccc3)CN2C(=O)CC1c1ccccc1Cl (stereo not given),-6%,-5%,8%&-1%,-1%,-8%,-5,0%&1%,-1%,3%
O=C(O)c1cccc2c1C(=O)c1ccc(-c3ccc(Cl)c(C(F)(F)F)c3)cc1S2(=O)=O,-4%,46%[activator],-20%,1%,0%,-78*,13%,10%,11%
COc1ccc(N2CCN(C(=O)c3ccc(Cl)c(S(=O)(=O)N4CCOCC4)c3)CC2)cc1,-3%,-10%,?,4%,-8%,-3,-7%,4%,4%
COc1ccccc1OCCOCCOc1ccc(C)cc1[N+](=O)[O-],19%,1%,13µM*,3%,9%,-11,0%,7%,15%
CSc1ccccc1NC(=O)C1(C)CCN1C(=O)Cc1ccc(-c2ccccc2)cc1 (stereo not given),.,-32%,?,-5%[57.1 µM],.,0,-27%,?,?
COc1ccc(NC(=O)Nc2ccc3oc(C)nc3c2)cc1,1%,.,?,-2%,2%,0,-9%,15%,13%
O=S(=O)(NCCc1csc(-c2cccnc2)n1)c1ccc(Cl)s1,?,-27%,-9%,-3%,0%,16,-13%,0%,-6%
CCOC(=O)C1=C(COC(=O)/C=C/c2cccc(Br)c2)NC(=O)NC1C (stereo not given),10%,13%,-1%,3%,-5%,-9,-5%,14%,8%
CC(=O)Nc1cccc(-c2ccnc3c2CC(C(=O)Nc2ccc4c(c2)OCO4)O3)c1 (stereo not given),.,-19%,0%,-5%,.,17,5.2µM*,?,2.3µM*
O=C1CC(N2CCC(c3nc4ccccc4s3)CC2)C(=O)N1Cc1ccccc1 (stereo not given),10%,.,-5%,-5%,-8%,7,-8%,27%,-12%
O=C(COC(=O)CSc1ccc(F)cc1)NCC1CCCCC1,-4%,-22%,-45%,?,-3%,0,-11%,?,-11%
NC(=O)CN(Cc1ccccc1)S(=O)(=O)c1ccc2c(c1)OCCO2,-36%,-2%,-6%,-1%,-29%,24,-7%,4%,-8%
COc1cc2c(cc1NC(=O)C1CCCO1)oc1ccccc12 (stereo not given),?,58%[activator],?,-5%,5%,-5,-18%,?,?
Cc1ccc(S(=O)(=O)CCc2nnc(NC(=O)c3cnccn3)s2)cc1,-4%,8%,-22%,-1%,-9%,6,0%,-5%,11%
O=C(Nc1cscc1S(=O)(=O)c1ccccc1)c1ccccc1Cl,-4%,-7%,?,-3%,14%,.,-15%,-5%,-16%
Cc1c(CCO)c(=O)[nH]n1S(=O)(=O)c1ccc(Cl)cc1Cl,1%,1%,7%,-3%,-12%,3,-3%,18%,4%
CCOC(=O)c1cccc(NC(=O)CSc2nc3cccnc3n2C)c1,?,-26%,?,14%,-3%,-53*,-8%,-17%,-27%
O=C(Cc1ccc(F)cc1)NCc1cccnc1,6%,.,-7%,8%,-13%,-5,5%,2%,4%
CSCCC(NC(=O)c1ccc([N+](=O)[O-])cc1Cl)C(=O)OCC(=O)NCCCc1ccccc1 (stereo not given),?,0%,-7%,0%,1%,-20,-2%,-2%,1%
COCCNC(=O)CN(c1cccc(OC)c1)S(=O)(=O)c1ccc(C)cc1,4%,-2%,0%,2%,0%,16,14%,7%,-4%
CC1CC(C)CN(C(=O)CSc2nnc(N)s2)C1 (stereo not given),-1%,6%,28%,-9%,10%,-10,-10%,24%,1%
COc1ccc(-c2sc3ccc(OC)cc3c2-c2ccc(O)cc2)cc1,?,?,0%,-15%,0%,-63*,0%,?,?
O=C1CN(CC(=O)Nc2cccc(Cl)c2Cl)c2ccccc2N1,39%,.,14%,-3%,?,2,?,-4%,-11%
COc1ccc(OC)c(S(=O)(=O)N(C)CC(=O)N2CCN(c3cccc(Cl)c3)CC2)c1,-1%,-16%,-5%,-22%,-3%,2,-22%,-13%,-1%
C=CCn1c(C)cc(C(=O)CN2C(=O)c3ccccc3S2(=O)=O)c1C,-5%,?,-21%,?,-3%,-3,2%,-5%,-2%
CCC(C)NC(=O)CSc1nc2c(sc(=S)n2-c2cc(Cl)ccc2OC)c(=O)[nH]1 (stereo not given),11%,.,?,1%,-12%,-13,0%,1%,5%
COc1ccc(C(=O)Nc2cccc3c2CCCC3)c(OC)c1,-31%[inhibitor],-5%,?,-7%,?,2,1%,18%,12%
CC(C)(C)C(=O)NC(NC(=O)C(C)(C)C)c1ccc([N+](=O)[O-])cc1,2%,0%,?,-2%,0%,9,2%,7%,3%
COc1ccc(CNC(=O)C/C(C)=N/NC(=O)c2ccc(OC)cc2OC)cc1,-2%,-19%,-11%,6%,1%,-55*,-2%,-5%,3%
Cc1ccc(S(=O)(=O)c2nc(NCc3ccc4c(c3)OCO4)sc2Cl)cc1,17%,?,-15%,-20%,3%,-28,2%,-3%[9.24 µM],?
O=C(Nc1nccs1)c1cccc(NC(=O)C2CC2)c1,-3%,2%,?,-16%,12%,-6,-1%,5%,21%
COc1ccc(NC(=O)N(CCC(C)C)C(C)c2ccccn2)c(OC)c1 (stereo not given),-1%,-11%,1%,-4%,-10%,-11,-2%,-12%,-3%
O=C(CSC1=NS(=O)(=O)c2cc(Cl)ccc2N1)NCCc1ccccc1,4%,-3%,31%,-6%,-12%,9,5%,-1%,-6%
CC1CCN(C(=O)C2CCCCN2S(=O)(=O)c2cccc([N+](=O)[O-])c2)CC1 (stereo not given),-1%,.,12%,-18%,2%,34,2%,-1%,8%
Cc1ccc(CC(=O)Nc2nc3ccccc3[nH]2)cc1C,-5%,1%,-2%,4%,-2%[9.22 µM],7,-5%,?,-18%
CCOc1ccc(Br)cc1S(=O)(=O)Nc1nc(CN2CCOCC2)nc2sc(C)c(C)c12,19%,-4%,?,-17%,-1%,17,0%,-11%,-1%[9.24 µM]
CCCN(CCC)S(=O)(=O)c1cc2c(cc1Br)CCN2C(=O)CC,18µM*,?,-21%,8%,-1%,5,-1%,-5%,6%
COc1ccc(NCC(=O)N/N=C/c2cc([N+](=O)[O-])ccc2N2CCCC2)cc1,?,-18%,1%,9%[57.1 µM],?,?,10%,-11%,-30%
COc1ccc(NS(=O)(=O)c2ccc(NS(=O)(=O)c3cccs3)cc2)c(OC)c1,6%,-8%,-1%,-9%[57.1 µM],17%,45,-3%,4%,7%
COc1cc(C(=O)NCc2nnc(SCC(=O)Nc3nc4ccccc4s3)o2)cc(OC)c1OC,3%,11%,-12%,-4%,?,21,?,1%,7%
CC[C@H](C)[C@@H]1NC(=O)[C@H]([C@@H](C)CC)NC(=O)[C@@H](CC(C)C)NC(=O)[C@H](Cc2ccccc2)NC(=O)[C@H](Cc2ccccc2)NC(=O)[C@@H]2CCCN2C(=O)[C@@H]2CCCN2C(=O)[C@H](C(C)C)NC(=O)[C@H](CC(C)C)NC1=O,21µM*,?,19%,-8%,?,-15,?,?,?
Cc1ccc(S(=O)(=O)N2CCN(c3ccc(N4CCOCC4)nn3)CC2)cc1[N+](=O)[O-],?,1%,0%,-2%,0%,-3,9%,-3%,0%
COc1cc(Br)c(S(=O)(=O)Nc2c(C)n(C)n(-c3ccccc3)c2=O)cc1OC,9%,3%,1%,3%,-16%,-4,5%,4%,-6%
Cc1cccc(NC2=NC(=S)N(c3cccc(C(=O)O)c3)C23CCCCC3)c1,-5%,.,19%,4%,-124%[inhibitor],23,0%,-3%,2%
O=C(CSc1nc(=O)n(CCCN2CCOCC2)c2c1CCC2)Nc1ccccc1F,1%,15%,1%,6%,-100%[inhibitor],-17,-16%,-1%,-6%
Cc1cc(OCC(=O)N(C)Cc2ccccc2)ccc1Br,-5%,.,10%,0%,9%,7,0%,14%,0%
Cc1nc2ccccc2cc1O,-2%,20%,-3%,4%,-2%,40,6%,-1%,5%
CC(C)NC(=S)N/N=C/C1=CCC2CC1C2(C)C (stereo not given),3%,0%,?,-4%,-4%,15,-5%,14%,3%
CCNC(=S)Nc1ccc(Oc2ccccc2)cc1,-20%,-6%,-5%,-4%,1%[9.22 µM],-2,0%,-10%,-11%
CC[C@H](C)[C@H](NS(=O)(=O)c1ccc(C)cc1)C(=O)N1CCC(C(=O)N[C@@H](C)C(=O)O)CC1,6%,5%,14%,1%,-5%,6,2%,7%,-4%
COc1ccc(S(=O)(=O)N2CCOC2CNC(=O)C(=O)NCC(C)C)cc1OC (stereo not given),-8%,-3%,.,-23%,-9%,-2,.,0%,1%
CN(CCCC(=O)Nc1ccncc1)S(=O)(=O)c1ccc(Cl)cc1,16%,-9%,-3%,-3%,-25%,-12,-8%,-2%,-2%
